Screens: PubChem, several laboratories
NR2E3 ag-1: NR2E3 agonists in two-hybrid cells, primary screen, cell-based, luminescence, CHO-S, Gal4-NCOR/VP16-NR2E3; 360,000 tested, 0.35% active; AID 602229, 2012; inhibition of corepressor binding, % at 3.98 µM; Photoreceptor-specific nuclear receptor (Homo sapiens), Q9Y5X4; luciferase;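 active = inhibition above the mean of all tested compounds plus 3 SD, cut at about 70% in these data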;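 note: 0% = DMSO with NR2E3 transfected cells and 100% = cells lacking NR2E3 construct; higher means lower luciferase signal from less NR2E3 corepressor binding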
Target sequence (Q9Y5X4 whole entry, looked up, the tested form may be a part): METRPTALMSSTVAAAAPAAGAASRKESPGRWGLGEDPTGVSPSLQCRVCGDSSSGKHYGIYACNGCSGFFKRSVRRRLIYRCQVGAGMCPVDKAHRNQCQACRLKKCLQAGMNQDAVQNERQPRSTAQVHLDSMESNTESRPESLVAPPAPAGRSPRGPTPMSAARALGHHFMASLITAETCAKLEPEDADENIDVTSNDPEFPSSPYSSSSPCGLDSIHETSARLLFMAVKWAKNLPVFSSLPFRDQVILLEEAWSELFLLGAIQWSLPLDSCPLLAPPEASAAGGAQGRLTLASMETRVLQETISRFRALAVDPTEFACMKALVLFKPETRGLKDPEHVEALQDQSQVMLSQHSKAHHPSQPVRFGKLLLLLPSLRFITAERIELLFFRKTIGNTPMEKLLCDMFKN
TRPM1 prom inh: inhibitors of MITF-dependent TRPM1 promoter reporter, primary screen, cell-based, SK-MEL-5, single point, luciferase | SK-MEL-5 TRPM1 promoter luciferase, 24 h | AID 488899, 2010 | inhibition, % at 12.5 µM | 330,000 tested, 0.83% active;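 active = mean inhibition across replicates of 60% or more, whatever share of single replicates reaches that level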; note: values of inactives mirror those of a sister screen read the other way
KKLEB cytotox: cytotoxicity in KKLEB CF airway cells, primary screen, cytotoxicity control for CF NF-kB inhibitor project, cell-based, uHTS, fluorescence assay plates; KKLEB CF airway cells viability, ATPlite luminescence, overnight; active compounds read low; cells stimulated with P. aeruginosa culture filtrate; activity change (cytotoxicity), % at 5 µM; 360,000 tested, 0.36% active; AID 602141, 2011;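 active = corrected activity change at or below -50% at 5 µM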
TROY NFkB inh: inhibitors of TROY-driven NF-kB signaling, primary screen, Q293 LMP1-TROYcd cells, NF-kB luciferase, uHTS; Q293 LMP1-TROYcd NF-kB luciferase reporter, 4 h; inhibition, % at 10 µM; 360,000 tested, 0.98% active; AID 1347056, 2019;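 active = compounds whose plate-normalised and pattern-corrected inhibition of the luciferase reporter signal at the single screening dose is 50% or more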
Peg3 promoter: Peg3 promoter-driven luciferase inhibitors, primary screen, cell-based, HeLa, luciferase luminescence; HeLa PEG-Prom luciferase reporter, overnight; inhibition, % at 20 µM; 360,000 tested, 1.7% active;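 active = inhibition of at least 50% at 20 µM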
CF NFkB block: inhibitors of PAF-induced NF-kB signaling, primary screen, cell-based, GFP fluorescence, uHTS; KKLEB NF-kB-GFP reporter, GFP fluorescence overnight; inhibition, % at 5 µM; 360,000 tested, 0.86% active; AID 588850, 2011;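 active = at least 50% inhibition at 5 µM, scaled per plate between neutral and stimulator controls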;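 note: PAF is a Pseudomonas aeruginosa culture filtrate used as stimulus; plate controls were PAF-stimulated DMSO wells for no effect and unstimulated DMSO wells for full effect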
Shn3 3UTR inh: reduction of Shn3 3'UTR firefly luciferase signal, primary screen, Schnurri-3 inhibitor project, cell-based, Clone20 osteoblasts, set 2 | Clone20 osteoblast Shn3 3'UTR firefly luciferase, 24 h | inhibition, % at 12.5 µM | 360,000 tested, 0.52% active | AID 588674, 2011;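 active = mean inhibition of at least 75% with every replicate also reaching 75%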;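 note: 0% = median of neutral control wells and 100% = pilot-screen positive control compound; some compounds past the cut are filed as inactive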
NR2E3 ag-2: inhibitors of NR2E3-RetCOR corepressor binding, primary screen, NR2E3 agonist project, biochemical, TR-FRET, GST-NR2E3, biotin-RetCOR | Photoreceptor-specific nuclear receptor (Homo sapiens), Q9Y5X4 | 1536-well | inhibition of corepressor binding, % at 4.78 µM | 320,000 tested, 0.12% active | AID 2300, 2010;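 active = percent inhibition above the cutoff of mean plus 3 SD of all tested compounds, set per screening campaign, cut at about 20% in these data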;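 note: 0% = DMSO wells and 100% = biotin wells as full block of FRET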
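Material: NR2E3–RetCOR corepressor complex / Amount: 1.35 nM GST-NR2E3 / Medium: Tris pH 7.5 / Compound: single nominal compound dose of 4.8 µM / Incubation: 5 h at 4 °C / Technique: TR-FRET, Eu(K)-anti-GST donor, streptavidin-D2 acceptor, ex 340, em 617/671 nm / Read-out basis: percent loss of FRET ratio relative to control wells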
C8 TRAIL sens: viability loss with TRAIL in NB7+C8 cells, primary screen, TRAIL sensitizer project, cell-based, ATPlite luminescence; inhibition (viability loss, TRAIL sensitization), % at 10 µM; 360,000 tested, 1% active; AID 624354, 2012;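 active = compounds causing at least 50% loss of cell viability in the single-dose screen, relative to plate controls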
HIF-2a block: HIF-2a reporter inhibitors, primary screen, luminescence, 786-0 RCC cells; 360,000 tested, 0.72% active; inhibition, % at 18.8 µM; 786-0 RCC cells HIF-2a reporter, luciferase luminescence, overnight; AID 624352, 2012;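 active = inhibition of the luminescence signal of 40% or more relative to plate controls, in a single-dose primary screen at 18.75 µM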
TWEAK Fn14 block: inhibitors of TWEAK-Fn14 signaling, primary screen, luciferase reporter cells, uHTS. TWEAK-stimulated Fn14 reporter cells, luciferase luminescence, 8 h. inhibition, % at 10 µM. 360,000 tested, 2% active; in the data active = inhibition above about 50%
Numbers without * were called inactive; nt = no result given; & = joins results of further samples. This is a subset; rates above refer to the full screens.

SMILES	NR2E3 ag-1	TRPM1 prom inh	KKLEB cytotox	TROY NFkB inh	Peg3 promoter	CF NFkB block	Shn3 3UTR inh	NR2E3 ag-2	C8 TRAIL sens	HIF-2a block	TWEAK Fn14 block
CC1CCN(c2c(NCC3CCC(C(=O)NCc4ccccc4)CC3)c(=O)c2=O)CC1 (stereo not given)	-9.8	nt	-1.6	-1.6	-0.7	-2.4	0.5	3.1	17.2	13.7	-14.1
C[C@H]1CN([C@@H](C)CO)C(=O)CCCn2nncc2CO[C@@H]1CN(C)C(=O)Nc1ccc2c(c1)OCO2	-30.5	nt	1.4	-10.5	-2.1	-8.9	2.1	nt	-9.8	-5.5	16.6
COc1ccc(NC(=S)Nc2ccccc2)c(OC)c1	-8.5	-2.4	3.6	-19.6	-7.2	6.8	16.0	4.3	-4.1	-22.6	-0.2
CN(C)c1ccc(C(=S)NCc2ccco2)cc1	-103.2	15.2	6.3	-27.0	37.8	-10.2	1.9	-1.2	-3.1	52.0*	62.7*
COc1ccccc1C(=O)Nc1ccc(S(=O)(=O)Nc2onc(C)c2C)cc1	-14.0	-7.7	5.0	20.7	8.0	-5.1	8.8	0.0	10.5	11.6	-13.6
CCOc1ccc2nc(Nc3nc(CSc4nnnn4-c4ccccc4)cc(=O)[nH]3)nc(C)c2c1	-16.1	5.0	-9.5	1.7	-19.3	13.7	19.1	3.1	22.7	9.8	22.4
COc1ccc(-c2c3c(=O)n(C)c(=O)n(C)c3cn2C2CCCCC2)cc1	-12.5	2.0	-13.0	2.8	23.7	14.2	15.9	-1.5	-1.8	3.1	-29.7
CCn1cc(C(=O)O)c(=O)c2cnc(N3CCN(C(=S)NC(=O)c4ccc(OC)cc4)CC3)nc21	-7.1	-11.1	18.2	1.1	5.3	-34.0	-13.4	2.3	11.6	15.7	10.4
CCC(C)Sc1ccc(-c2nc3cc(C)ccn3c2NC2CCCCC2)cc1 (stereo not given)	-16.5&-36.3	-43.7	-35.1	-26.1&-20.1	-137.0	38.8	-2.4	nt	38.9&15.2	-231.6&-153.1	-23.3&-55.8
O=C(NCc1ccc(Cl)cc1)C(=O)NCC1OCCCN1S(=O)(=O)c1cccs1 (stereo not given)	-25.0	1.1	8.6	-8.4	26.6	-3.9	17.8	-3.6	-2.0	21.0	-5.0
Cn1c(=O)c(=O)n(C)c2cc(S(=O)(=O)NCCc3ccccc3)ccc21	0.9	4.2	-1.5	-5.2	7.8	-11.1	0.1	-3.8	14.7	-6.4	9.7
Cc1cc(C(=O)NCCC2=CCCCC2)c(C)o1	-104.8	-47.2	-1.6	1.3	-203.2	-5.6	-97.9	-0.2	-11.9	-178.1	6.3
Cc1ccc(Cc2c(-c3ccccc3)nc3c(Cl)cc(C(F)(F)F)cn23)cc1	12.3	nt	13.3	10.4	15.0	-3.5	-2.2	nt	-15.8	8.0	36.3
CN1CCN(CC(=O)N2c3ccccc3Sc3ccccc32)CC1	-18.6	-3.1	-8.6	-6.7	11.9	-0.5	14.5	0.6	1.8	7.9	14.1
COc1cccc(NC(=O)CN(C)C(=O)c2ccc3[nH]c4c(c3c2)CC(C)CC4)c1 (stereo not given)	-14.3	-9.0	4.4	8.0	-11.0	-5.1	3.0	nt	-7.3	3.3	-11.0
CCOC(=O)c1cc(C(=O)OCC)c2cccc(C)n2c1=O	-27.5	1.2	3.6	-11.9	-0.2	0.2	-1.5	0.0	-6.9	16.3	-22.0
Cn1c(NCc2ccco2)nc2c1c(=O)n(Cc1ccc(Cl)cc1Cl)c(=O)n2C	-14.2	-0.6	-4.8	12.7	27.0	5.2	0.0	1.8	2.9	19.4	-1.0
Cc1cc2ccccc2n1CCNC(=O)C(C)C	1.2	nt	10.2	8.7	6.6	0.3	-1.4	1.4	3.5	8.1	9.0
CCOC(=O)/C(=C/c1ccc(N2CCC(c3ccccc3)=N2)cc1)C(C)=O	-49.2	-44.3	-12.0	29.8	-165.1	-5.3	-50.9	nt	36.2	-65.0	25.6
Cc1cc(C(=O)OCC(=O)NCc2ccccc2Cl)c(C)o1	7.8	11.6	6.2	2.9	-9.7	-9.5	-1.9	0.2	2.2	-12.0	10.7

Looked up above:
Peg3 promoter with CN1CCN(CC(=O)N2c3ccccc3Sc3ccccc32)CC1 : 11.9
TRPM1 prom inh with COc1ccc(-c2c3c(=O)n(C)c(=O)n(C)c3cn2C2CCCCC2)cc1 : 2.0
TROY NFkB inh with CCOc1ccc2nc(Nc3nc(CSc4nnnn4-c4ccccc4)cc(=O)[nH]3)nc(C)c2c1 : 1.7
NR2E3 ag-1 with C[C@H]1CN([C@@H](C)CO)C(=O)CCCn2nncc2CO[C@@H]1CN(C)C(=O)Nc1ccc2c(c1)OCO2 : -30.5
NR2E3 ag-2 with Cc1cc(C(=O)OCC(=O)NCc2ccccc2Cl)c(C)o1 : 0.2

Next structures follow:
SMILES	NR2E3 ag-1	TRPM1 prom inh	KKLEB cytotox	TROY NFkB inh	Peg3 promoter	CF NFkB block	Shn3 3UTR inh	NR2E3 ag-2	C8 TRAIL sens	HIF-2a block	TWEAK Fn14 block
COc1ccccc1Oc1nc2ccccn2c(=O)c1/C=C(\C#N)C(=O)Nc1c(C)n(C)n(-c2ccccc2)c1=O	-20.1	4.7	5.3	-6.0	-2.8	9.7	8.9	4.8	-22.1	23.7	4.2
CC(C)CN(C(=O)CCc1ccccc1Cl)c1c(N)n(Cc2ccccc2)c(=O)[nH]c1=O	-12.5	3.2	-6.0	-2.1	7.5	2.2	10.4	0.1	-1.7	11.3	15.8
Cc1cc(C(=O)N2CCCC(CO)(Cc3ccc(F)cc3)C2)c(C)o1 (stereo not given)	-27.8	4.1	1.3	19.9	-30.8	-4.7	-15.7	1.3	-2.2	-13.4	-10.5
Cc1nc2c3cc(F)ccc3n(Cc3ccc(F)cc3)c2s1	-45.1	24.6	-1.9	9.2	28.9	1.8	-16.7	5.3	-13.0	4.4	8.9
CCCCCCCC(=O)NNC(=O)c1c(O)c2ccccc2[nH]c1=O	-25.5	1.9	14.7	12.6	10.9	-9.0	-9.6	-1.2	-3.2	15.1	-14.1
O=C(Nc1ccc(S(=O)(=O)Nc2ccccc2)cc1)C1COc2ccccc2O1 (stereo not given)	-3.5	-1.8	-2.9	24.5	27.6	4.2	18.4	4.0	9.7	1.2	27.0
CCN1C(=O)C(F)(CC)C(=O)c2ccccc21 (stereo not given)	-7.7	-2.0	4.1	6.4	3.8	10.1	2.1	-2.1	1.5	18.0	-0.7
Cc1nc2c3ccccc3nc(NNC(=O)CCC(=O)N3CCN(c4ccc(F)cc4)CC3)n2n1	19.4	1.1	-5.2	-8.6	3.1	6.4	4.8	-1.0	0.7	-0.2	7.7
CCCCc1c(C)nc2nc(SCc3ccc(Cl)cc3)[nH]n2c1=O	-11.1	-13.7	-11.4	48.2	18.6	29.8	-10.2	nt	-16.7	12.1	-11.8
CCc1cccc2c(C(=O)CSc3nnc(C4CC4)o3)c[nH]c12	-39.2	-6.1	16.5	0.2	-6.0	-10.5	-32.6	3.5	-4.1	-66.2	-4.5
CCOC(=O)c1ccc2c(c1)N(C)C(=O)c1ccccc1S2	-4.8	3.1	-13.0	2.4	19.1	3.2	0.1	1.6	4.2	7.5	-4.8
Cc1c(Cl)cccc1NC(=O)Nc1ccccc1C(N)=O	-5.4	6.2	3.2	9.8	22.0	-20.8	6.5	-0.8	16.6	17.0	-5.0
CN(C)S(=O)(=O)c1ccc(C(=O)NCCC(=O)N2CCCC2)cc1	-2.4	-0.5	-0.5	19.3	1.2	-2.6	-6.7	0.9	-8.4	-10.7	26.9
CCC1=NC(c2ccc(Br)cc2)N(O)C1(C)C (stereo not given)	9.5	-14.4	4.6	-0.4	10.0	-6.7	10.0	-1.0	-2.8	6.9	-8.5
Cc1ccc(CN(C)C(=O)c2c(C)nn(-c3ccccc3)c2C)cc1	4.6	-7.7	-0.5	-12.1	6.6	-2.3	17.2	-2.5	-1.5	5.5	17.6
CC(=O)Cc1nsc(NC(=O)c2ccc(COc3ccccc3)o2)n1	-3.1	3.2	6.3	-9.9	1.2	-1.0	1.2	-4.0	-6.9	16.5	-8.0
Nc1nnc(SCCCC(=O)c2ccc(Br)cc2)s1	5.0	-30.7	12.7	-33.2	-108.9	-3.3	-28.8	-0.7	-2.0	-117.2	0.1
O=C(NCc1cccnc1)C1CC(=O)N(c2ccc(Cl)cc2)C1 (stereo not given)	-2.0	-5.6	0.7	13.9	17.0	1.0	-20.3	0.5	7.8	20.1	-7.1
Cc1cccc(-n2c(SCC(N)=O)nc3c(c2=O)C2(CCCCC2)Cc2ccccc2-3)c1	-8.5	8.6	-4.9	51.0*	27.3	16.2	0.0	4.9	23.6	6.5	54.0*
CCN(CC(=O)N1CCCC1)S(=O)(=O)c1ccc2ccccc2c1	-16.3	-5.9	18.7	20.1	8.1	-15.4	6.6	3.2	-4.2	15.8	5.1
Cc1[nH]nc2c1C(CCc1ccccc1)C(C#N)=C(N)O2 (stereo not given)	-16.9	11.4	-3.2	0.1	5.3	-9.1	-22.4	-0.9	-10.8	-8.2	6.4
CC(C)NC(=O)Nc1cccc2c1O[C@H](CN(C)C(=O)NC1CCCCC1)[C@@H](C)CN([C@H](C)CO)C2=O	-29.0	-36.4	8.2	-3.7	3.1	-18.6	-3.9	nt	3.6	6.6	-5.1
CC(C)=CCC/C(C)=C/CNC(=O)C[C@H]1C[C@H](C(=O)N2CCCCC2)[C@@]2(CCc3ccccc3)c3[nH]c4ccc(Cl)cc4c3CCN2C1=O	-10.2	-5.6	-0.5	-2.2	16.0	0.9	14.1	nt	14.6	5.4	20.1

3 compounds already listed, sorted by the value under HIF-2a block, low to high:
SMILES	HIF-2a block
Cc1cc(C(=O)N2CCCC(CO)(Cc3ccc(F)cc3)C2)c(C)o1 (stereo not given)	-13.4
CC(=O)Cc1nsc(NC(=O)c2ccc(COc3ccccc3)o2)n1	16.5
Cc1c(Cl)cccc1NC(=O)Nc1ccccc1C(N)=O	17.0
